TCR act: T cell receptor activation. primary human leukocytes, anti-CD3, IL-2 HTRF, 48 h. Potency, µM (doses to about 9.22 µM), inactives show at the top dose activation of IL-2 secretion, usual class: activators. 330,000 tested, under 10 active; further: % of control where 0% means no effect
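Primary human leukocytes incubated 48 hr with anti-CD3 beads plus compound, without co-stimulation. Secreted IL-2 measured by HTRF (europium cryptate/d2 anti-IL-2 pair, 320 nm excitation, 665 nm emission).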
Mito fusion act: blocks mitochondrial division or promotes mitochondrial fusion; S. cerevisiae fusion-defective mutant growth rescue, CellTiterGlo 48 h; Potency, µM (doses to about 46.1 µM), without a hit: at the highest dose growth rescue (activation), actives largely listed as activators; hit rate 0.23% among 320,000;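 further: potency means the concentration at half of the fitted maximal effect; % of control where 0% means no effect; nearly all actives have a fitted effect of over 45% in size; temperature-sensitive fusion mutants such as fzo1-1 at 37 °C on non-fermentable ethanol glycerol medium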
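S. cerevisiae fusion-defective temperature-sensitive mutants (e.g. fzo1-1, mgm1-5) grown 48 h at 37C in YPEG (ethanol/glycerol non-fermentable) medium with 23 nl compound per well; growth rescue read as CellTiterGlo luminescence.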
Eya2 phos inh: blocks the phosphatase activity of human Eya2; O00167; recombinant Eya2, OMFP fluorescence dephosphorylation (OMFP is methylfluorescein phosphate); Potency, µM (highest dose often 76.9 µM), for inactives: top-dose activity, negative = inhibition, most hits filed as inhibitors; hit rate 0.006% among 330,000; further: potency means the concentration at half of the fitted maximal effect; on the % scale 0 is the no-effect control and ±100 the full control effect
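Eya2 protein (added as 0.2 uM solution) was preincubated with compound for 10 min at ambient temperature in 50 mM HEPES pH 7.5, 50 mM NaCl, 5 uM MgCl2, 0.05% BSA, 1 mM DTT. OMFP (added at 50 uM) then reacted 10 min; fluorescence read at 485/525 nm.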
A-T KAP1 phos: candidate therapy for ataxia-telangiectasia. Potency, µM (doses to about 57.5 µM), inactives show top-dose activation, actives largely listed as activators. […] A-T fibroblasts, KAP-1 phosphorylation AlphaLISA; neocarzinostatin DNA damage 30 min before lysis. hit rate 0.19% among 320,000; further: potency means the concentration at half of the fitted maximal effect; % of control where 0% means no effect; nearly all actives have a fitted effect of over 45% in size
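hTERT-immortalized A-T patient fibroblasts ([…]), 500 cells/well in OPTI-MEM, 1% FBS, got compounds for 60 min, then NCS for 30 min at 37C. Lysates were then assayed for phospho-KAP-1 by AlphaLISA (anti-pKAP1 donor, anti-KAP1 acceptor beads), 6 hr at 25C.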
KCNH2 3.1 inh: blocks the human KCNH2 3.1 channel isoform | activity change, % (tested at about 1.8 µM) | U2OS KCNH2 3.1, thallium flux FluxOr; hits give low values | AID 720553 | hit rate 0.95% among 340,000;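 active means maximum activity change below -70%; inconclusive means maximum activity change from -70% to -50%; inactive means maximum activity change above -50%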;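 further: thallium influx rate constant from kinetic fluorescence after stimulation buffer; on the % scale 0 is the no-effect control and ±100 the full control effect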
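Measured as rate of thallium-driven FluxOr signal in transduced U2OS cells carrying the 3.1 channel, read kinetically for 2 min upon stimulation; values are rate constants scaled to DMSO control wells.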
hERG WT inh: KCNH2 (human, wildtype) channel inhibition | activity change, % at 1.84 µM | hit rate 0.37% among 340,000 | U2OS, BacMam KCNH2, thallium flux FluxOr; hits give low values | Q12809;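 active means maximum activity change below -70%; inconclusive means maximum activity change between -70% and -50%; inactive means maximum activity change above -50%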; further: on the % scale 0 is the no-effect control and ±100 the full control effect
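U2OS cells transduced with wild-type KCNH2 virus are loaded with FluxOr dye for 45 min, and thallium flux is measured in kinetic reads before and after stimulation buffer. Rate constants are normalized to DMSO controls.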
TSHR antagonist: blocks TSH signaling through the human TSH receptor. activity change, negative = inhibition, % at 11.5 µM. hit rate 0.2% among 330,000. P16473. AID 504810. TSHR-expressing cells, TSH-stimulated cAMP HTRF, 2 h; hits give low values;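 active means activity change below a set negative limit, meaning inhibition stronger than a set level, cut at about -70% in these data; inconclusive means activity change between two set negative limits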; further: on the % scale 0 is the no-effect control and ±100 the full control effect
Target sequence (P16473 whole entry, looked up): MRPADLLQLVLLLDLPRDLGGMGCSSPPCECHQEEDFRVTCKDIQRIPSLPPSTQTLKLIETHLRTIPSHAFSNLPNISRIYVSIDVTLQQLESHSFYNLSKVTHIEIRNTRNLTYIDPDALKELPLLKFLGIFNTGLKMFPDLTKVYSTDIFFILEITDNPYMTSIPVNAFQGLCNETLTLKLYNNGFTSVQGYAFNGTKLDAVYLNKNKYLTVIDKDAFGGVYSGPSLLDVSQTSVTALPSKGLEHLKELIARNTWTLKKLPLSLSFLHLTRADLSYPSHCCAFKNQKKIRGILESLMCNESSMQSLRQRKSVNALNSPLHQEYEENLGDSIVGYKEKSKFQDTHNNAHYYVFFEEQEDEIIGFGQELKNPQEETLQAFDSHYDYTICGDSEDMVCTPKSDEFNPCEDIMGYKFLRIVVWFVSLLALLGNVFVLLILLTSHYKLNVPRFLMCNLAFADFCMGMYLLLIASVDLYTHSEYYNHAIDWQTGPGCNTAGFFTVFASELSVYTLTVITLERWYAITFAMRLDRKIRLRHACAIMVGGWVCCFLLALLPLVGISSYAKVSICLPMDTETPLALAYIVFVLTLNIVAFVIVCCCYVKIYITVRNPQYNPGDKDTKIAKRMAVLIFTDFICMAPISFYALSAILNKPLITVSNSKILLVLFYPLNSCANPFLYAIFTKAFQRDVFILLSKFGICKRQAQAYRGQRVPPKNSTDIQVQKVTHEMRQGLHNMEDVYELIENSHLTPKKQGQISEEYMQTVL
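Antagonism was scored as loss of TSH-driven cAMP in TSHR cells, stimulated with 4nM TSH (EC80) for 2 hours at 37 deg C and detected by homogeneous HTRF competition immunoassay.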
USP2a inh: USP2a (human) protease inhibition; hit rate 0.01% among 330,000; USP2 core, Ub-CHOP2 coupled fluorogenic reporter, 485/531; Potency, µM (series often up to 38.3 µM), inactives show top-dose activity change, negative = inhibition, actives largely listed as inhibitors; O75604; AID 463254;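 further: potency means the concentration at half of the fitted maximal effect; plate controls were DMSO wells for no effect and full inhibition by NEM control for full effect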
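USP2 core (10nM final) preincubated 30min RT with compound in 20mM Tris-HCl pH 8.0, 2mM CaCl2, 2mM beta-mercaptoethanol, 0.05% CHAPS; 25nM Ub-CHOP2 plus 25nM reporter substrate added, fluorescence (Ex485/Em531) read after 60min.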
TRPV1 agonist: human TRPV1 agonism. TRPV1-expressing cells, Fluo-8 calcium influx, agonist mode. hit rate 0.19% among 320,000. AID 540275. activation, % at 8.33 µM. Q8NER1; in the data active means activation above about 80%; inconclusive means between about 30% and that limit; further: 0% is about no effect
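Cells expressing TRPV1 were dye-loaded with Fluo-8 and read kinetically: 10 s baseline, 3 min after compound (agonist portion), then 2 min after EC20 capsaicin (allosteric enhancer portion). Calcium-bound dye fluorescence at 480/520 nm.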
ELG1 DNA repair: blocks ELG1-dependent DNA repair in HEK293T cells | HEK293T ELG1-luciferase reporter, luminescence, 16 h; DNA damage induced by 5-fluorouridine | Potency, µM (top dose mostly 46.1 µM), without a hit: at the highest dose activity change, negative = inhibition, usual class: inhibitors | hit rate 2.3% among 330,000; further: potency means the concentration at half of the fitted maximal effect; on the % scale 0 is the no-effect control and ±100 the full control effect; nearly all actives have a fitted effect of over 55% in size
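Quantitative HTS, concentration-response format. 2,000 cells/well co-treated with 5-fluorouridine and compound, 16 hr in 5% CO2 at 37 °C; ONE-Glo luminescence read after 30 min.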
* hit, by the source's call; ? = inconclusive; · = no result given; [ ] = dose if it differs, or a comment. Unless noted, the call rests on the fitted dose curve; in most records, active means well fitted curve in the direction sought with a large enough effect; inconclusive means small, poorly fitted or top-dose-only effect, or another doubt; inactive means no such curve, though single readings can be large; an effect the other way counts as inactive or inconclusive.

SMILES	TCR act	Mito fusion act	Eya2 phos inh	A-T KAP1 phos	KCNH2 3.1 inh	hERG WT inh	TSHR antagonist	USP2a inh	TRPV1 agonist	ELG1 DNA repair
O=C(Nc1ccc(CN2CCCCC2)cc1)c1c(F)c(F)c(F)c(F)c1F	·	-3%	-7%	-1%	?	54	-11	2%	9	-6%
CCOC(=O)N1CCN(C(=O)COc2ccccc2[N+](=O)[O-])CC1	-7%	5%	3%	-2%	-9	-5	19	2%	-3	3%
COc1ccc(C(=O)N2N=C(c3cccc(NS(C)(=O)=O)c3)CC2c2cccs2)cc1 (stereo not drawn)	5%	-27%	-5%	23%	10	22	0	3%	1	?
COc1ccccc1Nc1nc(N)nc(CSCCO)n1	·	-2%	4%	6%	-3	2	-4	3%	-6	11%
N#CCC(=O)Nc1ccc(C(=O)Nc2cccc(S(N)(=O)=O)c2)cc1	5%	-8%	4%	0%	31	11	7	-1%	0	-5%
COc1cc2c(C(=O)N3CCCc4ccccc43)cn(C)c(=O)c2cc1OC	·	-3%	-9%	-7%	17	-1	5	2%	0	-24%
COC(=O)c1ccccc1NC(=O)N1CCN(C(=O)c2ccco2)CC1	-1%	0%	6%	-1%	-16	7	-3	-1%	-2	-2%
COc1ccc(N2CCN(C3CCN(S(=O)(=O)c4ccc(F)cc4)CC3)CC2)cc1	-2%	5%	9%	-11%	-4	20	-8	2%	0	19%
CS(=O)(=O)NN1C(=O)c2ccccc2NC1c1ccccc1F (stereo not drawn)	13%	0%	-13%	11%	0	-27	-4	5%	0	-6%
CCN(CC)CCNC(=O)CCn1c(=S)[nH]c2cc3c(cc2c1=O)OCO3	-1%	-7%	-2%	-3%	16	-9	5	0%	-2	8%
CN(C)CCN(C)Cc1c2ccccc2c(CN(C)CCN(C)C)c2ccccc12	3%	1%	12%	7%	-18	-9	-18	12%	-3	-8%
O=C(CCCN1C(=O)c2ccccc2C1=O)Nc1c2c(nc3c1CCC3)CCC2	-2%	9%	18%	3%	?	-11	34	0%	1	7%
CCOC(=O)C(C(=O)OCC)C(C#N)c1ccccc1 (stereo not drawn)	3%[46.1 µM]	3%	8%	3%	6	3	-6	-2%	-2	-7%
CCOC(=O)NN1C(=O)c2ccccc2NC1c1ccc(OC)c(OC)c1 (stereo not drawn)	-5%	-2%	9%	-1%	1	5	-5	13%	1	2%
CCOc1cc(/C=N/NC(=O)COc2nc(C)cc(COC)c2C#N)ccc1O	1%[46.1 µM]	-7%	-29%	-1%	-13	·	-1	1%	-7	-27%
S=C(NCc1ccc(Cl)c(Cl)c1)NCc1ccco1	6%	-11%	6%	2%	-1	-4	-7	-1%	?	-4%
CC(C(=O)Nc1ccc2c(c1)OCO2)N(c1ccc(Cl)cc1)S(C)(=O)=O (stereo not drawn)	4%	-1%	-7%	·	-2	6	33	0%	-7	-13%
COC(=O)[C@]1(C)N[C@H](CN(C)C(=O)C2CCCCC2)[C@@H]2C(=O)N(C)C(=O)[C@@H]21	8%	·	-4%	5%	-11	8	33	-2%	·	-1%
CCOC(=O)C1CCN(c2c(NCCN(CC)c3ccccc3)c(=O)c2=O)CC1	2%	3%	2%	-23%	-1	-7	1	3%	-2	-7%
Cc1ccc(S(=O)(=O)N[C@H](C(=O)OCC(=O)NC(=O)NCc2ccco2)C(C)C)cc1	8%[46.1 µM]	·	-14%	-23%	-2	8	11	4%	·	?
COc1ccc(C(CNS(=O)(=O)c2ccc(F)cc2)N2CCN(C)CC2)cc1 (stereo not drawn)	-5%	-10%	-43%	1%	-3	53	11	0%	3	-10%
CCn1c(SCC(=O)Nc2ccc(N(C)C)cc2)nnc1-c1cccc(C)c1	-3%	-2%	-8%	-11%	·	-10	-5	-1%	-2	-9%
CC1=CCC2C(=O)N(c3ccc(Br)cc3C)C(=O)C2C1 (stereo not drawn)	-10%	5%	2%	-7%	-16	-17	27	3%	4	-1%
O=C(NC(=S)N1CCN(C/C=C/c2ccccc2)CC1)c1cccnc1	2%	6%	11%	0%	2	-4	-2	5%	0	?
CC1O[C@@H](O[C@H](C)CC[C@@H](C)O)C(O)C[C@H]1O (stereo partly drawn)	-3%	1%	2%	0%	-1	3	-7	-1%	2	23%
CN(C)C(CNC(=O)c1cc(S(=O)(=O)N2CCOCC2)ccc1F)c1cccs1 (stereo not drawn)	·	·	-17%	-1%	1	-1	-6	0%	·	3%
CCc1ccc(N=C2N=C(N)c3ccccc32)cc1	3%	1%	-4%	·	-1	2	1	-1%	8	?
CCOc1ccc(S(=O)(=O)NC2CC2)cc1C(N)=O	-72%	-2%	20%	6%	9	-2	11	-1%	-1	0%
O=C(Nc1ccccc1)N(Cc1cccs1)C1CCCC1	5%	5%	8%	9%	22	3	-1	-1%	10	-8%
CCN(C(=O)CSc1nnc(-c2ccco2)n1CC)c1c(N)n(Cc2ccccc2)c(=O)[nH]c1=O	-1%	-1%	-12%	0%	-2	0	0	1%	-2	32%
CCOc1cc(NC(=S)NCC2CCCO2)c(OCC)cc1NC(=O)c1cccc(C)c1 (stereo not drawn)	-13%	-9%	-4%	-11%	4	7	-12	1%	9	?
Cc1ccc(/C=C(\NC(=O)c2ccccc2)C(=O)NC(Cc2ccccc2)C(=O)O)cc1 (stereo not drawn)	8%[46.1 µM]	-4%	6%	-4%	-8	-25	0	3%	-2	6%
Cn1c(N)c(C(=O)COC(=O)c2cccs2)c(=O)n(C)c1=O	-5%	-3%	-31%	2%	-3	13	-3	1%	2	3%
COC(=O)c1ccc2c(c1)N(Cc1cc(C)ccc1C)C(=O)c1ccccc1S2=O (stereo not drawn)	·	-2%	-1%	7%	·	·	1	1%	-4	3%
O=C(CCc1ccc(Oc2cc([N+](=O)[O-])cc([N+](=O)[O-])c2)cc1)N1CCCCCC1	1%[46.1 µM]	28%	-1%	-4%	-15	14	-4	1%	13	?
CC(Sc1nc(N)cc(=O)[nH]1)C(=O)N1CCOCC1 (stereo not drawn)	4%	1%	24%	1%	-8	-18	9	0%	0	13%
CCN(CC)S(=O)(=O)c1cc(C(=O)Nc2cc(C)[nH]n2)ccc1Cl	8%	0%	8%	-9%	1	0	0	1%	?	?
CCOc1cc(N2CCOCC2)c(OCC)cc1NC(=O)Cc1cccc2ccccc12	2%	7%	-10%	-1%	-2	-5	-11	4%	21	18µM*
O=C(O)CCNc1cc2ccccc2cc1C(=O)O	2%	-7%	28%	15%	10	-7	3	2%	-1	13%
COc1ccc(NC(=O)CCN2CCCCCC2)c(OC)c1	0%	-5%	-3%	5%	1	3	-6	1%	0	-4%
COC(=O)c1ccc2c(=O)[nH]c(COC(=O)c3cccc(S(=O)(=O)N4CCOCC4)c3)nc2c1	-9%	-3%	1%	9%	18	-2	1	-2%	-1	26%
Cc1occc1C(=O)NC1CCCCCC1	9%	13%	3%	-2%	6	-3	8	-3%	-1	?
CC(C)(C)NCc1ccc(OCc2cccs2)cc1	6%	-3%	4%	1%	-10	19	3	3%	-2	9%
CC(=O)N1CCN(C(=O)c2cccc(S(=O)(=O)Nc3ccc(C)cc3)c2)CC1	0%	-2%	-9%	-1%	7	10	-1	-5%	1	0%
CCCCOC(=O)Cn1c(=O)c2c(nc3n2CCCCN3c2ccc(C)cc2)n(C)c1=O	2%	4%	-4%	1%	-6	2	-23	3%	-1	?
CCOC(=O)N1CCN(c2c(NCCCN(C)c3ccccc3)c(=O)c2=O)CC1	0%	-1%	20%	5%	7	19	-9	-1%	0	-1%
COc1ccc(-c2nnc(SCCOc3cccc(C)c3)n2N)cc1	0%	6%	-12%	2%	2	1	-2	1%	11	0%
CC12CCC(C(=O)N(NC(=O)c3ccccc3Cl)C1=O)C2(C)C (stereo not drawn)	-5%[46.1 µM]	1%	1%	-9%	·	-22	24	-2%	4	-5%
Cc1ccc(S(=O)(=O)NCC(c2ccccc2)N2CCN(CCC#N)CC2)cc1 (stereo not drawn)	1%	-6%	6%	-1%	-7	-9	6	1%	3	1%
CC(=O)Nc1ccc(Br)c(Cl)c1	-4%	7%	11%	13%	7	0	-6	2%	·	-8%
O=C(CSc1nnc(Nc2ccccc2)s1)NCCN1C(=O)CSC1=O	8%[46.1 µM]	-3%	-2%	2%	-5	-3	-5	1%	-2	?

3 compounds picked at random from those above:
SMILES	TCR act	Mito fusion act	Eya2 phos inh	A-T KAP1 phos	KCNH2 3.1 inh	hERG WT inh	TSHR antagonist	USP2a inh	TRPV1 agonist	ELG1 DNA repair
COc1ccc(NC(=O)CCN2CCCCCC2)c(OC)c1	0%	-5%	-3%	5%	1	3	-6	1%	0	-4%
O=C(CSc1nnc(Nc2ccccc2)s1)NCCN1C(=O)CSC1=O	8%[46.1 µM]	-3%	-2%	2%	-5	-3	-5	1%	-2	?
CCOc1cc(N2CCOCC2)c(OCC)cc1NC(=O)Cc1cccc2ccccc12	2%	7%	-10%	-1%	-2	-5	-11	4%	21	18µM*

Bioassay records deposited in PubChem by National Center for Advancing Translational Sciences (NCATS).

The list is partial. The share of hits here may be higher or lower than overall.
